Screening results as filed in PubChem.
Coupling enz: coupling enzyme interference in Giardia aldolase counter-screen; actives 0.67% (n = 290,000); AID 2472; activity change, negative = inhibition, % at 58.2 µM, hits read low; coupling enzyme system counterscreen, AmpLite Red fluorescence; in the data active = activity change below about -30%
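Counterscreen of the coupled detection system alone, without aldolase: glyceraldehyde-3-phosphate coupling enzymes plus AmpLite Red readout. Compounds at 57.5 uM final, 10 min RT preincubation, 20 min RT reaction, fluorescence 525/598 nm.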
B2AR arrestin: beta2AR (human) beta-arrestin recruitment activity; P07550; beta-arrestin recruitment to beta2AR, cell-based reporter; Potency, µM (series often up to 46.1 µM), inactives show top-dose activation, actives largely listed as activators; actives 0.02% (n = 330,000); AID 492947;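 also: potency is read from the fitted curve at half-maximal effect; 0% = DMSO controls and full agonism = EC100 isoproterenol or metaproterenol; nearly all actives have a fitted effect of over 65% in size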
Eya2 inh: inhibitors of human Eya2 phosphatase activity; actives 0.006% (n = 330,000); recombinant Eya2, OMFP fluorescence dephosphorylation (OMFP is methylfluorescein phosphate); O00167; Potency, µM (top dose mostly 76.9 µM), for the others: at the top dose activity, negative = inhibition, hits mostly inhibitors; also: potency is read from the fitted curve at half-maximal effect
Target sequence (O00167 whole entry, looked up): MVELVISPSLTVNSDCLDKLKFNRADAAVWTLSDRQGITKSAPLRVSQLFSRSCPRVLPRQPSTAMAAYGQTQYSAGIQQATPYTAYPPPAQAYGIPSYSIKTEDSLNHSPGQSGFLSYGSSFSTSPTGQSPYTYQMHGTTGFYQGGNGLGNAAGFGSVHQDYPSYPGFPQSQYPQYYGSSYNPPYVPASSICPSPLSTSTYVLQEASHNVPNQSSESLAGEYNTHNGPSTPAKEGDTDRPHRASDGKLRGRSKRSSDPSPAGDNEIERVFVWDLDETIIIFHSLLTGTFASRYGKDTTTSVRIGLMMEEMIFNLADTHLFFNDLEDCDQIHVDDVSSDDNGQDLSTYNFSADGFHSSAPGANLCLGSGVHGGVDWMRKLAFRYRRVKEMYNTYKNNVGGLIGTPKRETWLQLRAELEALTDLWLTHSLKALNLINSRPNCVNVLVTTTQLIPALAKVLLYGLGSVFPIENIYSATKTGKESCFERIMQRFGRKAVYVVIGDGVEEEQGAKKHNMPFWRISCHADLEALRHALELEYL
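Eya2 (0.2 uM) preincubated 10 min at ambient with compound, then OMFP substrate added at 50 uM; 10 min reaction in 50 mM HEPES pH 7.5, 50 mM NaCl, 5 uM MgCl2, 0.05% BSA, 1 mM DTT. Fluorescence read at Ex 485/Em 525 nm.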
PKM2 act: increases activity of human pyruvate kinase M2; P14618; purified PKM2, Kinase-Glo ATP luminescence, activation; response scale: 0% is enzyme alone, no compound; Potency, µM (doses to about 57.5 µM), for the others: top-dose activation, actives largely listed as activators; actives 0.34% (n = 260,000); also: potency is read from the fitted curve at half-maximal effect; nearly all actives have a fitted effect of over 55% in size
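Purified hPK-M2 (>95%) run at intermediate activity with 0.1 mM ADP and 0.5 mM PEP in 50 mM imidazole pH 7.2, KCl, MgCl2; 1 h room temperature. ATP formed read by Kinase-Glo luminescence; normalized to uninhibited and no-enzyme controls.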
GALK inh: galactokinase (human) inhibition; Potency, µM (top dose mostly 57.5 µM), for inactives: top-dose activity change, negative = inhibition, most hits filed as inhibitors; Purified GALK, Kinase-Glo residual ATP luminescence; actives 0.007% (n = 270,000); AID 1868; also: potency is read from the fitted curve at half-maximal effect
Target sequence (P51570 whole entry, looked up): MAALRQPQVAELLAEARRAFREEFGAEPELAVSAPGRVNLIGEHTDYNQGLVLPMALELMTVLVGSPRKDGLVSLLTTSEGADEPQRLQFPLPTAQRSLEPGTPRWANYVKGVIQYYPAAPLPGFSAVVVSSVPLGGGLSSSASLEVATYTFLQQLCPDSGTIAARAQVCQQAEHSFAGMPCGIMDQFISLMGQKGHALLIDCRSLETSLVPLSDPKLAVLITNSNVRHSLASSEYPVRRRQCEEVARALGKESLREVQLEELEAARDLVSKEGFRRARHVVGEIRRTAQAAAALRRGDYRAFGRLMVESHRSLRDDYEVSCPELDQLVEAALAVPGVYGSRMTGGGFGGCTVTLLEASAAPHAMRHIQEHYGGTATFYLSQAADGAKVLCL
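Kinase-Glo Plus luminescence measured ATP left after a 1 h room-temperature reaction. The reaction used 5 nM GALK, 100 uM galactose and 35 uM ATP at pH 8.0 (20 mM HEPES, 5 mM MgCl2, 60 mM NaCl, 1 mM DTT, 0.01% BSA).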
Chronic BCR inh: chronic active BCR signaling inhibition; ABC-DLBCL IkBa-CBG/CBR reporter, luminescence ratio, 4 h; Potency, µM (doses to about 46.1 µM), without a hit: top-dose ratio change, negative = lower green/red ratio, hits mostly inhibitors; actives 0.05% (n = 340,000); AID 493014; active = well fitted inhibition curve with a large enough effect in the signal ratio, with a control signal flat, not every such curve was filed as active; inconclusive = small, poorly fitted or top-dose-only effect, or effect the other way, or a change in a side signal; the % refers to the signal ratio;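 also: potency is read from the fitted curve at half-maximal effect; plate controls were basal doxycycline-induced cells for no effect and cells given 10 µM MG132 for full effect; MG132 reads +100%, hits lower the ratio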
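Concentration-response series (up to 46 uM) were applied to TMD8 dual-reporter cells for 4 h at 37C with doxycycline. Green/red ratio, after filter-overlap correction, defined %Activity; red signal alone was normalised to basal cells and zero luminescence.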
KCNH2 3.1 inh: blocks the human KCNH2 3.1 channel isoform. U2OS KCNH2 3.1, thallium flux FluxOr; stronger effect = lower value. activity change, % (tested at about 1.8 µM). actives 0.95% (n = 340,000). AID 720553;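 active = maximum activity change below -70%; inconclusive = maximum activity change from -70% to -50%; inactive = maximum activity change above -50%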;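 also: thallium influx rate constant from kinetic fluorescence after stimulation buffer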
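Channel expression came from 3.1 mutant virus (1.77 x 10^8 /mL) applied to suspended U2OS cells for 4 h. Flux was tracked with FluxOr dye plus Red40 quencher, and kinetic rate constants normalized to controls.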
hERG WT inh: blocks the wildtype human KCNH2 potassium channel. U2OS, BacMam KCNH2, thallium flux FluxOr; stronger effect = lower value. activity change, % at 1.84 µM. AID 720551. actives 0.37% (n = 340,000). Q12809;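 active = maximum activity change below -70%; inconclusive = maximum activity change between -70% and -50%; inactive = maximum activity change above -50%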
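U2OS cells were transduced with wild-type KCNH2 virus (2.03 x 10^8 / mL) for 4 h at room temperature, then cultured overnight at 37 C. Thallium flux was read with FluxOr dye. Rate constants were normalized to DMSO controls.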
USP2a block: inhibitors of human ubiquitin-specific protease USP2a | Potency, µM (top dose mostly 38.3 µM), for inactives: at the highest dose activity change, negative = inhibition, hits mostly inhibitors | O75604 | actives 0.01% (n = 330,000) | AID 463254 | USP2 core, Ub-CHOP2 coupled fluorogenic reporter, 485/531;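 also: potency is read from the fitted curve at half-maximal effect; plate controls were DMSO wells for no effect and full inhibition by NEM control for full effect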
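Cell-free coupled assay: 10nM USP2 core preincubated 30min RT with compound in Tris-HCl pH 8.0/CaCl2/CHAPS buffer, then 25nM Ub-CHOP2 and 25nM reporter substrate; fluorescence (Ex 485/Em 531) read after 60min RT, normalized to NEM inhibition, concentration-response curves fitted.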
uPA surface inh: cell surface uPA generation inhibition; AID 540303; cell surface uPA generation assay, qHTS; Potency, µM (highest dose often 38.3 µM), inactives show top-dose activity change, negative = inhibition, hits mostly inhibitors; actives 0.31% (n = 330,000); active = well fitted inhibition curve with a large enough effect; inconclusive = small, poorly fitted or top-dose-only effect; inactive = no such curve, though single readings can be large or run the other way; tested in mouse RAW 264.7 cells; also: potency is read from the fitted curve at half-maximal effect; nearly all actives have a fitted effect of over 55% in size
Giardia kill: Giardia lamblia killing | Giardia lamblia trophozoite viability | AID 540267 | actives 0.15% (n = 340,000) | activity change, % at 7.66 µM, hits read low; in the data active = activity change below about -80%; inconclusive = between about -30% and that limit;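 also: parasites exposed to compound for two days anaerobically before the ATP read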
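ATP-content bioluminescence gauges trophozoite survival. Cells (100/well) receive compound and incubate anaerobically for 48 hrs at 37 deg C; detection reagent follows for 15-30 min at room temperature.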
* hit, by the source's call; ? = inconclusive; · = no result given; & = joins results of further samples. Unless noted, calls follow the shape of the dose curve; as a rule, active = well fitted curve in the direction sought with a large enough effect; inconclusive = small, poorly fitted or top-dose-only effect, or another doubt; inactive = no such curve, though single readings can be large; an effect the other way counts as inactive or inconclusive. Unless noted, % is scaled to controls: 0 for no effect and ±100 for the full control effect.

SMILES | Coupling enz | B2AR arrestin | Eya2 inh | PKM2 act | GALK inh | Chronic BCR inh | KCNH2 3.1 inh | hERG WT inh | USP2a block | uPA surface inh | Giardia kill
O=C(Nc1cccc(F)c1)Nc1ccc2c(c1)C(=O)OC2 | 0.3 | 0.4% | 1.8% | 12.6% | 1.7% | ? | -16.9 | 1.8 | -0.8% | 4.4% | -5.7
O=C(Oc1ccccc1)c1cccc2cccc(C(=O)Oc3ccccc3)c12 | -8.7 | -0.1% | -5.5% | -4.6% | 0.2% | ? | -14.1 | -3.4 | -8.5% | -12.5% | -6.3
O=C1CCC(c2ccccc2)(c2ccccc2)CC1 | 2.4 | -0.4% | 0.1% | 1.5% | 2.0% | -0.2% | -2.8 | 17.9 | 2.4% | -6.9% | -21.7
COc1cccc(/C=C(/C(=O)OCC(=O)NCC2CCCO2)c2ccccc2)c1 (stereo unspecified) | -0.6 | 0.1% | -10.9% | 0.9% | 7.6% | -8.4% | 5.4 | -13.3 | 3.4% | 6.3% | -8.7
O=C(N/N=C/c1cc([N+](=O)[O-])c(N2CCOCC2)cc1N1CCOCC1)c1cccnc1 | 1.0 | 0.2% | -0.2% | -7.0% | 0.5% | -13.5% | -10.0 | -0.8 | -0.6% | 3.0% | -2.4
CCCCOc1ccccc1C(=O)N(Cc1ccc(C)o1)C1CCS(=O)(=O)C1 (stereo unspecified) | · | -0.2% | 5.2% | · | -1.1% | ? | -9.9 | -6.0 | -0.1% | ? | 19.5
COc1ccccc1NC(=O)CSc1nnc(Cc2cccn2C)n1-c1ccc(F)cc1 | -3.6 | 0.3% | 4.7% | 14.2% | -3.4% | ? | -16.5 | -5.3 | -0.2% | -6.9% | -10.1
Cc1ccc(S(=O)(=O)NCC(=O)N2CCCC2C(=O)O)cc1 (stereo unspecified) | -0.1 | -0.2% | 4.7% | · | · | 2.4% | 10.5 | 4.0 | -0.8% | 6.8% | 5.0
CCOc1ccc(NC(=O)C(=O)NCc2ccncc2)cc1 | 5.5 | 0.3% | 1.1% | -5.7% | -0.6% | -0.5% | -2.4 | -0.4 | 1.2% | -0.1% | -1.0
COc1ccc(-c2cc(=O)c3c(O)cc(O)cc3o2)cc1 | 4.2&2.1&-0.2 | 0.2% | -6.2% | · | · | ? | -8.0 | -9.2 | -5.2% | ? | -10.0
CC12CCC(C(=O)N3CCc4ccccc43)(CC1=O)C2(C)C (stereo unspecified) | 1.8 | -0.1% | 6.1% | 1.7% | -4.2% | 0.6% | -1.3 | -10.7 | -1.3% | -0.7% | 3.5
O=Cc1ccc(C(=O)OCC(=O)NCc2ccco2)cc1 | · | 0.1% | -11.9% | · | · | -1.7% | 7.1 | 1.3 | -0.4% | 0.4% | 17.7
C=CCOc1ccc(CNc2ccc3[nH]c(=O)[nH]c3c2)cc1OCC | 2.6 | 0.1% | -1.3% | -8.9% | 10.2% | 4.6% | -19.0 | 5.0 | 0.8% | -5.6% | -3.9
COc1cc(NC(=O)CC2NCCNC2=O)cc(OC)c1 (stereo unspecified) | -2.2 | -0.1% | -3.9% | -2.6% | -0.3% | 6.5% | 10.7 | 3.3 | 7.5% | · | -8.9
O=C(COC(=O)c1cc([N+](=O)[O-])ccc1N1CCOCC1)Nc1ccc(Cl)cn1 | · | -0.3% | -1.9% | 6.7% | -3.6% | 23.4% | -18.1 | 3.4 | -0.6% | 3.8% | -5.0
NC(=O)c1ccc(NC(=O)COC(=O)c2ccc3c(c2)OCO3)cc1 | · | -0.2% | 6.7% | · | · | 2.8% | -8.3 | 6.0 | 1.4% | 9.6% | -5.8
CCc1ccc(NC(=O)c2ccc(S(=O)(=O)NCc3cccnc3)cc2)cc1 | 0.4 | -0.2% | 5.8% | · | -1.6% | ? | -48.5 | -3.1 | 0.8% | -6.8% | 16.7
CC(Nc1cccc2ccccc12)C(=O)N/N=C/c1ccc([N+](=O)[O-])cc1 (stereo unspecified) | -46.1* | -0.7% | -4.6% | -4.1% | 0.3% | ? | 7.1 | 1.8 | -12.7% | 8.5% | -4.1
Cc1cccc2sc(N(CCCN(C)C)C(=O)c3ccco3)nc12 | 0.6 | 0.0% | ? | 0.5% | 7.2% | ? | -10.0 | 22.0 | -0.4% | -11.1% | 3.2
CCOc1ccccc1CNC(=O)C1CCN(c2nn3c(=O)cc(C)nc3s2)CC1 | · | 0.0% | -1.6% | · | 1.2% | 0.0% | 0.9 | -1.7 | 2.7% | -7.6% | -18.2

Copied from the list:
For Giardia kill, Cc1ccc(S(=O)(=O)NCC(=O)N2CCCC2C(=O)O)cc1 (stereo unspecified) shows 5.0
For Coupling enz, CCOc1ccc(NC(=O)C(=O)NCc2ccncc2)cc1 shows 5.5

More records:
SMILES | Coupling enz | B2AR arrestin | Eya2 inh | PKM2 act | GALK inh | Chronic BCR inh | KCNH2 3.1 inh | hERG WT inh | USP2a block | uPA surface inh | Giardia kill
CC(=O)c1ccc(NC(=S)NCCc2ccccn2)cc1 | 0.6 | -1.7% | 8.2% | 4.5% | 0.8% | 0.9% | 1.1 | 17.8 | 2.7% | 1.6% | -20.6
Cn1c(CNC(=O)c2ccco2)nnc1SCC(=O)Nc1cccc(Br)c1 | 0.6 | -0.2% | -4.5% | -6.0% | -1.3% | 11.4% | -3.4 | 1.6 | 0.2% | -1.0% | 5.2
CNC(=S)N/N=C(\C)c1ccc2c(c1)OCO2 | 3.0 | 14.8% | -1.0% | 0.3% | 10.1% | ? | 10.8 | -2.7 | 3.7% | 3.7% | 22.1
COc1ccc(C2=NN(C(=O)CN3CCOCC3)C(c3nc4ccccc4[nH]3)C2)cc1 (stereo unspecified) | -1.9 | -0.1% | 4.4% | · | 0.6% | -1.1% | 3.9 | 5.4 | 0.6% | -7.0% | -15.3
CN(C)C(=O)CSc1ncccc1-c1nc2ccccc2[nH]1 | -4.1 | -1.0% | -8.1% | 0.0% | 0.0% | ? | -19.6 | -0.6 | 1.7% | 1.8% | 7.1
Cc1ccc(-c2nn(CC(=O)Nc3ccc4c(c3)nc3n4CCOC3)c(=O)c3ccccc23)cc1 | 5.9 | -0.5% | 1.1% | 0.0% | 0.5% | -0.1% | 2.4 | 1.3 | -3.6% | -5.6% | 0.6
COc1ccc(N(Cc2cc3cc(OC)ccc3[nH]c2=O)C(=O)C2CCCO2)cc1 (stereo unspecified) | -0.2 | 0.2% | 13.3% | 6.4% | -1.4% | 7.1% | 14.6 | -2.2 | -1.8% | -1.0% | 24.1
COc1ccc(/C=C(\NC(=O)c2ccccc2)C(=O)OCC2CCCN3CCCCC23)cc1OC (stereo unspecified) | 0.8 | 0.1% | -3.1% | -9.3% | -0.7% | -20.0% | 5.6 | -0.8 | 1.4% | -5.8% | 7.9
CCOc1ccc(/C=C/C(=O)Nc2ccccc2C(F)(F)F)cc1 | -0.5 | -0.2% | -2.9% | -0.5% | 1.3% | -28.4% | -5.9 | -1.8 | 0.1% | 6.7% | -5.5
CCn1c(=N)n(CC(O)c2cccs2)c2ccccc21 (stereo unspecified) | 1.6 | -1.0% | 0.3% | -5.0% | -2.0% | 7.8% | -18.8 | 34.7 | -0.1% | -29.7% | -21.9
COCC(=O)NCc1nc2ccccc2n1Cc1ccccc1F | 0.7 | -0.1% | -17.2% | -4.5% | -2.1% | -1.9% | -20.6 | -14.4 | 2.9% | 1.5% | -7.5
CC(C)=CCC/C(C)=C/CNC(=O)C[C@H]1C[C@H](C(=O)N2CCOCC2)[C@@]2(C)c3[nH]c4ccc(Cl)cc4c3CCN2C1=O | · | -0.3% | -0.9% | · | · | 3.3% | -8.5 | 43.6 | 0.3% | 1.0% | 14.0
CC(C)CC(NC(=O)c1cccc(Cl)c1)C(=O)O (stereo unspecified) | 7.0 | -0.7% | -0.9% | -22.5% | 7.3% | 0.4% | 1.5 | -34.7 | -0.3% | 0.6% | 10.9
O=C(O)c1ccccc1SC1CC(=O)N(c2ccccc2)C1=O (stereo unspecified) | 3.0 | -0.2% | 4.6% | 12.9% | 0.6% | ? | -1.7 | -3.1 | 3.6% | 0.2% | 3.1
O=c1oc2ccc3ccccc3c2cc1-c1nnc(-c2cccs2)o1 | -0.8 | -1.0% | 4.0% | -11.1% | 0.2% | 0.1% | -2.1 | -1.9 | 2.9% | -2.2% | -18.1
CCCCNc1nc(N(C)c2ccccc2)nc(-n2ccnc2)n1 | 8.7 | -0.2% | 6.8% | -1.1% | -1.2% | -2.1% | -3.3 | 5.0 | -1.8% | -0.3% | -14.9
